High-throughput results deposited in PubChem by National Center for Advancing Translational Sciences (NCATS).
PI4K2A block – blocks human PI4K2A kinase activity; Q9BTU6; purified PI4K2A, ADP-Glo luminescence, 1 h; hits give low values; activity change, negative = inhibition, % at 76.9 µM; 0.13% of 420,000 active; in the data active = activity change below about -50%; inconclusive = mostly about -30% to -49%;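 also: -100% = wells without enzyme as full effect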
Target sequence (Q9BTU6 whole entry, looked up): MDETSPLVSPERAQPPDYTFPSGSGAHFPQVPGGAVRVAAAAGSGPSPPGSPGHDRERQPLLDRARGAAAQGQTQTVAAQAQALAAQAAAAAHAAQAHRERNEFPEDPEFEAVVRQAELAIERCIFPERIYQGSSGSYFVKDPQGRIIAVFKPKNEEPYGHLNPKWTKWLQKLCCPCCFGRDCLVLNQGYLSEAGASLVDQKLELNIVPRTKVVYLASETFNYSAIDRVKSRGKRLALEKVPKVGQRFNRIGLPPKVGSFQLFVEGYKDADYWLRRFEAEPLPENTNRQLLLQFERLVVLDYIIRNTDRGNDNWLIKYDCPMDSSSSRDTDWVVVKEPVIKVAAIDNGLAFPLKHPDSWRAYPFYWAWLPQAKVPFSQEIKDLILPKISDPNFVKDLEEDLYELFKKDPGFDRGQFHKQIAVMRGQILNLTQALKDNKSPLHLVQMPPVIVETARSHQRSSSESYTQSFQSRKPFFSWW
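In this quantitative HTS, ADP production by PI4K2A was quantified luminescently after 1 h at ambient temperature; 100 microM adenosine served as plate-quality control.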
G9a inh – blocks human histone lysine methyltransferase G9a. 8.8% of 350,000 active. AID 504332. Q96KQ7. G9a H3K9 monomethylation, AlphaScreen, 2 h. Potency, µM (highest dose often 102 µM), for the others: at the top dose activity, negative = inhibition, actives largely listed as inhibitors; also: potency is read from the fitted curve at half-maximal effect; % is scaled to controls: 0 for no effect and ±100 for the full control effect; nearly all actives have a fitted effect of over 75% in size
Target sequence (Q96KQ7 913-1193 limits assumed): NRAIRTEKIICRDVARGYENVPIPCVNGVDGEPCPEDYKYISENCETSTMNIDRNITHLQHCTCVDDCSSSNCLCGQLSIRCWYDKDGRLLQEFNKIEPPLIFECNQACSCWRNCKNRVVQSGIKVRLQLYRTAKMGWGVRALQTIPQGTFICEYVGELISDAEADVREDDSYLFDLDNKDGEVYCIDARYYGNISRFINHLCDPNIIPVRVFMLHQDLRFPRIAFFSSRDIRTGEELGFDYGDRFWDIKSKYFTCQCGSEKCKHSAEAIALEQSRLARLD
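G9a (20 nM) was preincubated 15 min with compound, then reacted 2 h at room temperature with 500 nM biotin-H3K9 peptide and 20 µM SAM. Monomethyl-H3K9 detected by AlphaScreen using anti-H3K9me1 antibody.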
RGS4 inh – blocks human RGS4-accelerated GTP hydrolysis. Transcreener GDP fluorescence polarization, RGS4-accelerated GTP hydrolysis. Potency, µM (series often up to 114 µM), for inactives: at the highest dose activity change, negative = inhibition, hits mostly inhibitors. AID 504845. 0.039% of 390,000 active; also: potency is read from the fitted curve at half-maximal effect; % is scaled to controls: 0 for no effect and ±100 for the full control effect; nearly all actives have a fitted effect of over 75% in size; some results filed as inactive show a strong effect at the top dose
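MLSMR compounds (23 nl, pin-transferred) preincubated 10 min at room temperature with a 500nM (2x) first reagent, then RGS4 at 900nM (2x) plus Transcreener GDP mix added; fluorescence polarization (620/688 nm) read before and after 90 min at 30 °C.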
GLS inh – inhibitors of human glutaminase (GLS); O94925; GLS enzymatic activity, qHTS titration; Potency, µM (series often up to 45.5 µM), without a hit: at the highest dose activity change, negative = inhibition, most hits filed as inhibitors; 0.21% of 410,000 active; AID 624170; also: potency is read from the fitted curve at half-maximal effect; % is scaled to controls: 0 for no effect and ±100 for the full control effect
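Glutamate formation by hKGA was monitored fluorometrically using coupled glutamate oxidase, HRP and Amplex Red. Substrate was added as 1 mM L-glutamine solution; incubation was 30 min at RT after an initial read.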
ERG Ets-DNA blk – ERG Ets/DNA interaction inhibition. 0.028% of 370,000 active. fluorescence polarization, His-ERG Ets domain / labelled DNA. P11308. Potency, µM (highest dose often 76.9 µM), for the others: at the highest dose FP activity, negative = inhibition, hits mostly inhibitors; active = well fitted inhibition curve with a large enough effect in the polarisation, with a control signal flat; inconclusive = small, poorly fitted or top-dose-only effect, or effect the other way, or a change in a side signal; inactive = no such curve, though single readings can be large or run the other way; the % refers to the polarisation;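 also: polarization taken with two DNA probes labelled with fluorescein and Texas red; potency is read from the fitted curve at half-maximal effect; % of control where 0% means no effect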
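His-tagged ERG Ets domain (1 uM in the protein solution; 300mM KCl, 50mM Tris-HCl, 1mM EDTA, 1mM DTT, pH 7.5) received compound, then a probe mix of 5 nM fluorescein-DNA and 100nM Texas-615-DNA. Fluorescence polarization was read for both dyes.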
BAZ2B block – inhibitors of human BAZ2B bromodomain; Q9UIF8; Potency, µM (series often up to 114 µM), for inactives: at the highest dose activity change, negative = inhibition, hits mostly inhibitors; AlphaScreen BAZ2B-H3K14Ac peptide displacement; 4.4% of 360,000 active; also: potency is read from the fitted curve at half-maximal effect; % is scaled to controls: 0 for no effect and ±100 for the full control effect; nearly all actives have a fitted effect of over 60% in size
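Complex of BAZ2B and biotin-H3K14Ac (50 nM apiece) forms over 30 min at RT, then faces library compounds up to 110 uM for another 30 min; AlphaScreen beads added, 20 min dark incubation, luminescence read.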
12-LOX inh – ALOX12 (human) lipoxygenase inhibition; 1.1% of 580,000 active; purified 12hLO, xylenol orange hydroperoxide absorbance; Potency, µM (series often up to 108 µM), without a hit: top-dose activity change, negative = inhibition, usual class: inhibitors; P18054; also: potency is read from the fitted curve at half-maximal effect; % is scaled to controls: 0 for no effect and ±100 for the full control effect
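Purified human 12hLO (150 nM final) in 25 mM Hepes, 0.01% Triton X-100, pH 7.0 was preincubated 15 min at room temperature with compound. Then 40 uM arachidonic acid was added, 30 min. Hydroperoxide was read by Fe-XO absorbance ratio 573/405 nm.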
HP1b binding inh – inhibitors of HP1-beta chromodomain binding to methylated histone tails; Potency, µM (titrated, usually from 114 µM), for inactives: at the highest dose activity change, negative = inhibition, most hits filed as inhibitors; AID 540317; AlphaScreen HP1-beta / biotin-H3K9me3 peptide binding; 0.56% of 390,000 active; P83916; also: potency is read from the fitted curve at half-maximal effect; nearly all actives have a fitted effect of over 70% in size; inactives centre near 23
Target sequence (P83916 whole entry, looked up): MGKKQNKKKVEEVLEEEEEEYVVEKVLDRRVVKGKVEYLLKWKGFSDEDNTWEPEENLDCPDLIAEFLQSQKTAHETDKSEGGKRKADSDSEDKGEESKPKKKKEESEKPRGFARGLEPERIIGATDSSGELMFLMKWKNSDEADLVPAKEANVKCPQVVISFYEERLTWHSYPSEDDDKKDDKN
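AlphaScreen: HP1-beta (50 nM) preformed 30 min with biotin-H3(1-18)K9me3 peptide (50 nM) in PBS pH 7.4, 0.01% Tween-20. Compound added for 30 min at RT, then streptavidin donor/nickel chelate acceptor beads (10 ug/mL) for 30 min.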
JMJD2A Tudor inh – JMJD2A Tudor domain (human) inhibition; AlphaScreen JMJD2A-Tudor / H3K4me3 peptide binding; Potency, µM (titrated, usually from 114 µM), for inactives: at the highest dose activity change, negative = inhibition, actives largely listed as inhibitors; 4.4% of 390,000 active; also: potency is read from the fitted curve at half-maximal effect; % is scaled to controls: 0 for no effect and ±100 for the full control effect; nearly all actives have a fitted effect of over 50% in size
Starred values were filed as active, the others as inactive; ? = inconclusive; . = no result given; [ ] = another dose, or the depositor's remark. Unless noted, calls follow the shape of the dose curve; as a rule, active = well fitted curve in the direction sought with a large enough effect; inconclusive = small, poorly fitted or top-dose-only effect, or another doubt; inactive = no such curve, though single readings can be large; an effect the other way counts as inactive or inconclusive.

SMILES | PI4K2A block | G9a inh | RGS4 inh | GLS inh | ERG Ets-DNA blk | BAZ2B block | 12-LOX inh | HP1b binding inh | JMJD2A Tudor inh
O=S(=O)(c1ccc(-c2ccon2)s1)N1CCCC1 | 3 | -23% | 10% | -7% | -4% | 4% | -23% | 28% | 0%
COc1ccc(OC)c(S(=O)(=O)n2nnc3ccccc32)c1 | 4 | -29%[59 µM] | 1% | 6% | . | ? | 8% | 37% | -10%
Cc1ccc(COC(=O)c2nn(-c3ccccc3)nc2N)cc1 | 5 | 135%[activator] | -6% | -2% | 1% | 68%[activator] | -11% | 148%[activator] | 54%[activator]
Cc1ccc(NC(=O)CN(C)S(=O)(=O)c2cccc3nsnc23)cc1Cl | -7 | ? | 19% | 5% | 0% | -34% | ? | -13% | ?
COc1ccc(-c2cc(-c3ccccc3)c(C#N)c(S(C)=O)n2)cc1 (stereo unspecified) | 7 | 25% | -1% | 0% | -1% | 4% | -22% | 54%[activator] | -6%
O=C(O)CCC(=O)N1N=C(c2ccccc2)CC1c1cccs1 (stereo unspecified) | 6 | 32%[12.7 µM] | -7% | 19% | 11% | 19% | 1% | 26%[57 µM] | 2%
COc1cccc(CNC(=O)c2cccs2)c1 | 2 | 16% | -4% | 3% | -8% | 1% | ? | 25% | -4%
Cc1ccc(S(=O)(=O)Nc2nc3ccc(N)cc3s2)cc1 | 0 | 14%[59 µM] | -30% | -18% | -3% | -23% | -29% | -1% | -28%
CN(C)C(=O)/C=C\c1cn(-c2ccccc2)nc1-c1ccc2c(c1)OCCO2 | 2 | ? | -12% | 4% | -5% | -27% | -2% | 25% | -32%
CS(=O)(=O)c1ccc(C(=O)Nc2ccccc2Cl)cc1 | 2 | -6% | -12% | 0% | -5% | 0% | 111%[activator] | 43%[activator] | 5%
NC(CCC(=O)NC(CS)C(=O)NCC(=O)O)C(=O)O (stereo unspecified) | 5 | . | 6% | 0% | 0% | . | 14% | 17% | -20%
O=C(NCc1cnc2ccccn12)C1CCC(=O)N(Cc2cccc(F)c2)C1 (stereo unspecified) | 1 | ? | -10% | 0% | 2% | -6% | . | 15% | -7%
NC(CO)C12CC3CC(CC(C3)C1)C2 (stereo unspecified) | -5 | ? | 5% | 1% | 7% | -7% | 215%[activator] | 34% | -20%
CC1(C)NC(=O)N(CC(O)COc2ccc(N3C(=O)c4ccccc4C3=O)cc2)C1=O (stereo unspecified) | -3 | -24% | -29% | 0% | -6% | 10% | 23% | 29% | 3%
CCCOc1ccc(C(=O)Nc2cc(-c3nc4cc(C)cc(C)c4o3)ccc2C)cc1 | 0 | -49%[59 µM] | -8% | -2% | -2% | -1% | -5% | 17% | -8%
C=CCNC(=S)NC(=O)c1csc([N+](=O)[O-])c1 | 0 | 25µM* | -45% | -17% | 1% | -21% | ? | -15% | -31%
Cc1ccc(NCc2n[nH]c(=S)n2-c2ccccc2)cc1Cl | 1 | 22µM* | -45% | -8% | 7% | ? | -28% | 17% | -18%
C=CCn1c(SCC(=O)NCc2ccco2)nc2sc3c(c2c1=O)CCCC3 | 4 | 20% | -10%[11.4 µM] | -19% | 2% | 8% | 0% | 1% | -12%[11.4 µM]
COc1ccc(C(=O)/C=C/c2ccccc2OC)c(OC(=O)c2ccc([N+](=O)[O-])cc2)c1 | 19 | . | -1% | 4% | -2% | . | 0% | -8% | -32%
N#CCCn1nc(-c2ccc(Cl)cc2)cc1Nc1ccccc1NC(=O)C(F)(F)F | -2 | ? | -2% | 1% | 0% | 5% | -7% | 26% | -7%
CS(=O)(=O)c1ccc(Cl)c(NC(=O)CSc2nnc(C3CC3)n2C2CC2)c1 | -3 | ? | 6% | 8% | -4% | 3% | 14% | 32% | -16%
CCOc1ccc(CNC(=O)c2cnc3sc(N(CC)CC)nn3c2=O)cc1 | -8 | 0%[59 µM] | -22% | -12% | -9% | -12% | -20% | 33% | -15%
CN(C)S(=O)(=O)Nc1ccccn1 | -2 | -2% | 0% | 2% | 3% | -13% | 11% | 30% | 5%
O=C(NCC(c1cccs1)N1CCOCC1)c1ccc(Cl)c(S(=O)(=O)N2CCOCC2)c1 (stereo unspecified) | -7 | -5%[12.7 µM] | 9% | ? | 3% | -3% | 10% | 5% | -6%
Clc1ccc(OCc2nnc3n2CCCCC3)c(Cl)c1 | -1 | . | 28% | 6% | -11% | ? | 1% | 38%[activator] | -15%

Full records, quoted from the list:
CC1(C)NC(=O)N(CC(O)COc2ccc(N3C(=O)c4ccccc4C3=O)cc2)C1=O (stereo unspecified) is listed as PI4K2A block = -3; G9a inh = -24%; RGS4 inh = -29%; GLS inh = 0%; ERG Ets-DNA blk = -6%; BAZ2B block = 10%; 12-LOX inh = 23%; HP1b binding inh = 29%; JMJD2A Tudor inh = 3%
Cc1ccc(NC(=O)CN(C)S(=O)(=O)c2cccc3nsnc23)cc1Cl is listed as PI4K2A block = -7; G9a inh = ?; RGS4 inh = 19%; GLS inh = 5%; ERG Ets-DNA blk = 0%; BAZ2B block = -34%; 12-LOX inh = ?; HP1b binding inh = -13%; JMJD2A Tudor inh = ?

Continuation.
SMILES | PI4K2A block | G9a inh | RGS4 inh | GLS inh | ERG Ets-DNA blk | BAZ2B block | 12-LOX inh | HP1b binding inh | JMJD2A Tudor inh
COCC(C)N=CC1=C(O)CC(C)(C)CC1=O (stereo unspecified) | -2 | 10%[59 µM] | 0% | -5% | . | . | -2% | 17% | -6%
O=c1c(F)cn(C2CCCO2)c(=O)n1Cc1c(Cl)cccc1Cl (stereo unspecified) | 11 | 5%[12.7 µM] | -9% | -4% | -16% | -1% | 19% | 29% | -3%
Nc1nc(-c2cc3c(cc2Cl)OCCO3)cs1 | -2 | 14µM* | -12% | -5% | 6% | ? | -14% | 5% | -23%
O=C(O)C1C2C=CC3(CN(c4cccc(C(F)(F)F)c4)C(=O)C13)O2 (stereo unspecified) | 3 | 5%[12.7 µM] | -3% | 16% | 5% | 12% | -14% | 15% | -15%
Cc1cc(=O)oc2cc(NC(=O)c3ccccc3C(=O)O)ccc12 | 6 | 33%[0.501 µM] | -6% | 0% | 12% | -12% | ? | 2% | -9%
O=C(O)CNC(=O)c1ccc(Sc2ccccc2)c([N+](=O)[O-])c1 | 1 | 5% | 18% | -4% | 6% | -16% | -12% | 12% | -16%
CCOc1ccc(Nc2cc(C)nc3nncn23)cc1 | -4 | -14%[59 µM] | 9% | 8% | 6% | -2% | -25% | 8% | -13%
Cc1[nH]nc2ncc(C(=O)c3cc(F)ccc3O)cc12 | 2 | -3%[59 µM] | -5% | 25% | 3% | 8% | -1% | 22% | -6%
CN(CC(=O)Nc1ccc(Cl)c(C(F)(F)F)c1)C(=O)c1cccs1 | 1 | -4% | -13% | -1% | 0% | -20% | -1% | 19% | -8%
CC(=O)CSc1nnc(-c2ccc3c(c2)OCO3)o1 | -8 | 1%[59 µM] | -9% | -1% | 0% | 1% | 1% | 35% | -3%
CCCC1(c2ccccc2)NC(=O)N(CC(=O)Nc2cc(OC)cc(OC)c2)C1=O (stereo unspecified) | 3 | 10% | 15% | -5% | 4% | -3% | -18% | 18% | -15%
Cc1nn(CC(=O)NNC(=S)Nc2ccccc2)c(C)c1[N+](=O)[O-] | -1 | ? | -7% | 36%[activator] | 1% | -4% | -21% | 35% | -6%
CCOc1cccc(C(=O)N2CCCN(C)CC2)c1 | 1 | 12% | 3% | -4% | 3% | -33% | 5% | 19% | -16%
COc1ccc(OC)c(NC(=O)C2=C(C)C(=O)OC23CCN(C(C)C)CC3)c1 | -5 | -40%[59 µM] | -5% | -8% | 4% | -1% | -7% | 24% | -1%
CC(NC(=O)C1CCN(c2nnc(-n3cccc3)s2)CC1)C12CC3CC(CC(C3)C1)C2 (stereo unspecified) | 8 | 23%[59 µM] | -13% | 6% | -1% | 0% | 8% | 16% | 1%

Two records picked at random from those above, as already listed:
SMILES | PI4K2A block | G9a inh | RGS4 inh | GLS inh | ERG Ets-DNA blk | BAZ2B block | 12-LOX inh | HP1b binding inh | JMJD2A Tudor inh
CCOc1ccc(Nc2cc(C)nc3nncn23)cc1 | -4 | -14%[59 µM] | 9% | 8% | 6% | -2% | -25% | 8% | -13%
O=C(O)CNC(=O)c1ccc(Sc2ccccc2)c([N+](=O)[O-])c1 | 1 | 5% | 18% | -4% | 6% | -16% | -12% | 12% | -16%

With a hit mark in G9a inh (from the list above):
SMILES | PI4K2A block | G9a inh | RGS4 inh | GLS inh | ERG Ets-DNA blk | BAZ2B block | 12-LOX inh | HP1b binding inh | JMJD2A Tudor inh
C=CCNC(=S)NC(=O)c1csc([N+](=O)[O-])c1 | 0 | 25µM* | -45% | -17% | 1% | -21% | ? | -15% | -31%
Cc1ccc(NCc2n[nH]c(=S)n2-c2ccccc2)cc1Cl | 1 | 22µM* | -45% | -8% | 7% | ? | -28% | 17% | -18%
Nc1nc(-c2cc3c(cc2Cl)OCCO3)cs1 | -2 | 14µM* | -12% | -5% | 6% | ? | -14% | 5% | -23%

Some of the compounds tested; the hit share may differ from the screen's.
